M5 PAM: human M5 muscarinic receptor positive allosteric modulators, primary screen, CHO-K1 cells, Fluo-8 calcium fluorescence; Muscarinic acetylcholine receptor M5 (Homo sapiens), P08912; CHO-K1 hM5, ACh EC20 PAM; 0% = ACh EC20, 100% = ACh EC100; activation, % at 3 µM; 360,000 compounds, 0.3% hits; AID 624038, 2012;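 active = activation above the run cutoff, the mean activation of all test compounds plus 3 SD, cut at about 18% in these data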
Target sequence (P08912 whole entry, looked up): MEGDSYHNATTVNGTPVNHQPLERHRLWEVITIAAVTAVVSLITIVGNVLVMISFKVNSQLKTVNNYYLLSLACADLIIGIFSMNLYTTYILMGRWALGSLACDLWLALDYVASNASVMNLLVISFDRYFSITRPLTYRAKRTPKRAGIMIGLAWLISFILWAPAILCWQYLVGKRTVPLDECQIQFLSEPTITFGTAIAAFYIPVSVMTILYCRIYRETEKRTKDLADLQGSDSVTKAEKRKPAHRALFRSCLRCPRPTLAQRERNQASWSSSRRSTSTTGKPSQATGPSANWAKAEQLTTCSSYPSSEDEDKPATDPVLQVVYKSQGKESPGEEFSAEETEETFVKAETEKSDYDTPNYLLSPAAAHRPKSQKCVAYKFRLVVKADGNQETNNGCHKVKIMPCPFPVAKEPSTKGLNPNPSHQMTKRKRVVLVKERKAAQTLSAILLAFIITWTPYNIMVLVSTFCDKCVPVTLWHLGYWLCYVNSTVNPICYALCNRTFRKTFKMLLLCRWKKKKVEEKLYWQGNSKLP
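Assay system: CHO-K1 hM5 cells / Incubation: Fluo-8 loading 80 min at 37 °C plus 30 min room temperature / Technique: Fluo-8 calcium dye fluorescence, kinetic read / Repeats: single replicate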
CRFBP-R2 block: antagonists of CRF-BP/CRF-R2 complex, primary screen, cell-based, HEK293, calcium dye fluorescence, uHTS. CRF-induced calcium fluorescence. inhibition, % at 11.8 µM. 350,000 compounds, 0.59% hits. AID 588475, 2011;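 active = inhibition of the ligand-induced calcium signal above about 50% at the single tested concentration, limit read from the data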
CRFR2-BP ag: agonists of CRF-BP/CRF-R2 complex, primary screen, cell-based, HEK293, calcium dye fluorescence, uHTS. CRF-binding protein / CRF receptor 2 complex (human). calcium dye fluorescence (FLIPR); percent of saturating CRF peptide response. activation, % at 13.2 µM. 350,000 compounds, 0.46% hits. AID 588473, 2011;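 active = activation of at least 50%, plus an integration ratio under a set limit after plate pattern correction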;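 note: plate controls were neutral control wells without compound for no effect and CRF at EC100 for full effect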
CHO-K1 Ca PAM: nonselective calcium activators in parental CHO-K1 cells, primary screen, counter-screen for M1 PAM project, cell-based, Fluo-8 calcium fluorescence, full deck, 1536-well. activation, % at 3 µM. 360,000 compounds, 0.02% hits. ATP EC20; 0% at ATP EC20, 100% at ATP max. AID 602247, 2012;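 active = activation above the run cutoff, the mean activation of all test compounds plus 3 SD, cut at about 40% in these data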;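 note: peak over basal fluorescence ratio in a 140 s read after ATP addition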
M5 ag: human M5 muscarinic receptor agonists, primary screen, CHO-K1 cells, Fluo-8 calcium fluorescence; Muscarinic acetylcholine receptor M5 (Homo sapiens), P08912; CHO-K1 hM5 cells; 0% DMSO wells, 100% maximal acetylcholine response; activation, % at 3 µM; 360,000 compounds, 0.19% hits;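 active = activation above the run's mean over test compounds plus 3 SD, cut at about 23% in these data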;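 note: signal is peak over basal fluorescence ratio across the kinetic read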
TAAR1 antag: human TAAR1 antagonists, primary screen, Fluo-8 calcium fluorescence, CHO RD-HGA16 cells; Trace amine-associated receptor 1 (Homo sapiens), Q96RJ0; antagonist; inhibition, % at 3 µM; 360,000 compounds, 1.5% hits;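 active = inhibition above a per-plate cutoff, the mean inhibition of test compounds on that plate plus 3 SD, cut at about 49% in these data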;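 note: 0% = DMSO plus EC80 beta-PEA response and 100% = DMSO alone without agonist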
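Test system – hTAAR1-expressing CHO RD-HGA16 cells, Gα16-coupled · Also added – β-PEA at EC80 concentration, post-compound challenge · Compound – 3 µM, single point · Incubation – dye loading 75 min at 37 °C, then 30 min room temperature · Measured by – Fluo-8 intracellular calcium dye fluorescence, real-time kinetic reads · Benchmarks – vehicle and agonist controls · Replicates – singlicate, one well per test compound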
M5 antag: human M5 muscarinic receptor antagonists, primary screen, CHO cells, Fluo-8 calcium fluorescence | Muscarinic acetylcholine receptor M5 (Homo sapiens), P08912 | CHO-hM5 cells, ACh EC80 | inhibition, % at 3 µM | 360,000 compounds, 0.59% hits | AID 624040, 2012;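 active = inhibition above a per-plate cutoff, the mean of that plate's test compounds plus 3 SD, cut at about 27% in these data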;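 note: 0% = acetylcholine EC80 with DMSO and 100% = DMSO without agonist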
TAAR1 agonist: human TAAR1 agonists, primary screen, Fluo-8 calcium fluorescence, CHO RD-HGA16 cells | Trace amine-associated receptor 1 (Homo sapiens), Q96RJ0 | vehicle wells 0%, saturating PEA agonist 100% | activation, % at 3 µM | 360,000 compounds, 0.99% hits;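 active = activation above the mean activation of all test compounds in the run plus 3 SD, cut at about 38% in these data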
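Test system: RD-HGA16 (CHO) cells co-expressing Gα16 and hTAAR1 / Benchmarks: DMSO vehicle as 0%, PEA at EC100 as 100% / Repeats: no replicates (n 1) / Measure: % activation from peak over basal fluorescence ratio, DMSO-to-PEA scaled / Timing: 17-24 h plating, Fluo-8 75 min 37 °C, 30 min RT / Technique: kinetic Fluo-8 calcium fluorescence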
CHRM4 PAM: human M4 muscarinic receptor positive allosteric modulators, primary screen, CHO-K1 cells, Fluo-8 calcium fluorescence. Muscarinic acetylcholine receptor M4 (Homo sapiens), P08173. CHO-K1 hM4/Gqi5, ACh EC20; 0% = ACh EC20, 100% = maximal ACh. activation, % at 3 µM. 360,000 compounds, 0.4% hits. AID 624126, 2012;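 active = activation above its plate's cutoff, the mean activation of sample wells plus 3 SD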; note: some results filed as inactive read as strong as hits
Target sequence (P08173 whole entry, looked up): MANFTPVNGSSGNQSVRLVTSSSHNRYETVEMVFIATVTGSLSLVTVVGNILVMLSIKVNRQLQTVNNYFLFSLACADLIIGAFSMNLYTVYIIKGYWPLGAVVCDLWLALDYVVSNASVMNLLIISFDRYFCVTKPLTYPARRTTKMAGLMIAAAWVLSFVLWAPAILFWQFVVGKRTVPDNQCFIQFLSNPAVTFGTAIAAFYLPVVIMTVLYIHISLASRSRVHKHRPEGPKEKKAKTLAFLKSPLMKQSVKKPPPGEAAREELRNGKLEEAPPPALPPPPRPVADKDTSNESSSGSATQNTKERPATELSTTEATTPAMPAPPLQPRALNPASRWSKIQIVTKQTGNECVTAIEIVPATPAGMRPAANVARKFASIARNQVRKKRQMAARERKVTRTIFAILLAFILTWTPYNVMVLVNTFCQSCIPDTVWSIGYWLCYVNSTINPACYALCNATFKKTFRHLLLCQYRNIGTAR
An asterisk follows results filed as active; . = no result given.

Compound	M5 PAM	CRFBP-R2 block	CRFR2-BP ag	CHO-K1 Ca PAM	M5 ag	TAAR1 antag	M5 antag	TAAR1 agonist	CHRM4 PAM
Cc1c(CCC(=O)O)c(=O)oc2cc(O)ccc12	-5	-6	0.2	0	0	-7	6	2	3
CN1C2CCC1CC(NS(=O)(=O)c1ccc(C#N)cc1)C2 (stereo not drawn)	5	3	1.3	16	-2	-29	-9	3	4
O=C(CCC(=O)Nc1ccc(Cl)cc1Cl)NNC(=O)Nc1ccccc1	6	13	-2.6	-3	-2	5	2	13	0
CCC1CCCCN1CCCNC(=O)CSc1nc2nc(C)c(Cc3ccccc3Cl)c(C)n2n1 (stereo not drawn)	-10	-5	-0.8	17	-11	4	15	2	-10
Cn1nc(-c2ccc(OCC(=O)Nc3cccnc3)cc2)c2ccccc2c1=O	-13	-3	0.9	8	5	18	6	10	1
CC(C)(C)c1ccc(C(=O)N2CCC(C(=O)NCc3ccco3)CC2)cc1	-6	-3	-1.3	11	-2	0	-3	4	5
Cc1cccc(CN2C(=O)c3ccccc3Sc3ccc(C(=O)O)cc32)c1	5	-14	-0.8	-2	-3	-27	5	0	0
CN(C)CCNC(=O)c1cccc(NS(=O)(=O)c2ccc(Cl)c(Cl)c2)c1	12	12	5.9	-15	-15	-18	-4	2	-1
O=C(N/N=C\c1ccccc1F)c1ccc(-c2ccccc2)cc1	1	9	0.8	21	-2	11	-3	-2	1
COC(=O)C1CCN(C(=O)c2ccc(Cl)c(S(=O)(=O)NCc3ccco3)c2)CC1	-6	-22	15	12	-2	-1	1	1	6

(listing goes on)
Compound	M5 PAM	CRFBP-R2 block	CRFR2-BP ag	CHO-K1 Ca PAM	M5 ag	TAAR1 antag	M5 antag	TAAR1 agonist	CHRM4 PAM
COc1ccc(N(C)S(=O)(=O)c2ccc3c(c2)CC(C)N3C(=O)C2CC2)c(OC)c1 (stereo not drawn)	-9	14	-0.3	-13	1	33	12	6	-14
COCCNC(=O)C1(C)CCCN(C(=O)Cc2ccc3ccccc3c2)C1 (stereo not drawn)	3	.	.	22	1	-21	-10	2	17*
COC(=O)c1ccc(Cn2cnc3c(N)ncnc32)cc1	-1	11	0.8	6	2	-12	8	-1	1
Cc1cc(C)cc(NC(=O)CSc2nc(N)c(NC(=O)c3ccc(Br)o3)c(=O)[nH]2)c1	0	-11	0.7	24	-4	5	10	2	10
COc1cc(SC)ccc1C(=O)NC(C)C	2	13	0.7	22	-1	-7	-14	-3	-8
CC1(C)CC(=O)C/C(=N\NC(=O)Cc2ccccc2)C1	-3	-2	2.2	16	-1	-13	2	9	-3
CN(CC(=O)Nc1cccc(F)c1)C(=O)c1cccc(S(=O)(=O)N2CCN(Cc3ccccc3)CC2)c1	-18	-25	-0.5	-6	4	35	12	9	-9
Cc1ccc(NC(=O)Cn2ccnc2)cc1C	-1	1	2.3	12	-2	9	4	6	0
Cc1nn(Cc2ccccc2Cl)c(C)c1NC(=O)c1noc2c1CCCCC2	5	-27	-1.6	16	0	-4	-1	22	9
Cc1ccc(-n2ncc3c(=O)[nH]cnc32)c(C)c1	0	7	-1.8	15	1	15	-3	-1	7

Continuation:
Compound	M5 PAM	CRFBP-R2 block	CRFR2-BP ag	CHO-K1 Ca PAM	M5 ag	TAAR1 antag	M5 antag	TAAR1 agonist	CHRM4 PAM
Cc1cc(-c2nc(C)c(C(=O)NNS(=O)(=O)c3ccccc3)s2)no1	2	-11	-1.0	12	3	-8	1	1	0
COc1ccccc1C1C(C(=O)c2cc3ccccc3o2)=C(O)C(=O)N1c1cc(C)on1 (stereo not drawn)	6	14	0.2	-7	-3	-60	-12	-1	6
CCc1ccc(C(=O)CC2(O)C(=O)N(CN3CCOCC3)c3ccccc32)cc1 (stereo not drawn)	-3	3	-3.0	10	-2	-5	1	9	-4
N#Cc1ccc(C(=O)NC(=S)NC2CCCCC2)cc1	-4	-2	-3.3	-3	-8	-2	5	33	16
CC1=C(C(=O)N2CCCC(N3CCN(c4cccc(C(F)(F)F)c4)CC3)C2)OCCO1 (stereo not drawn)	1	4	-3.1	-4	-3	-12	2	1	9
CC(=O)Nc1cc(-c2ccccc2CN(C)C)cn2c(-c3ccc(F)c(Cl)c3)cnc12	-6	.	.	-8	-1	-38	15	0	0
O=C(N/C(=C/c1ccco1)C(=O)N1CCc2ccccc21)c1ccco1	1	-12	-0.1	19	7	-4	4	7	3
COc1ccccc1-c1cc(C(=O)N/N=C/c2ccc(C)o2)c2ccccc2n1	-5	4	0.5	11	0	5	8	2	-3
COCCn1c(C)nnc1SCC(=O)NNC(=O)c1ccc(Br)cc1	1	10	-1.7	15	-1	-8	-3	2	8
CCOc1ccc(S(=O)(=O)NCc2ccc(F)cc2)c2cccnc12	6	-13	-1.3	-6	-3	-3	-8	2	12

Following part:
Compound	M5 PAM	CRFBP-R2 block	CRFR2-BP ag	CHO-K1 Ca PAM	M5 ag	TAAR1 antag	M5 antag	TAAR1 agonist	CHRM4 PAM
COc1ccc(NC(=O)c2cc(-c3cc(F)ccc3OC)n[nH]2)cc1OC	-5	.	.	-8	1	9	3	5	-3
CC1CCN(C(=O)COC(=O)c2n[nH]c(=O)c3ccccc23)CC1	-2	-1	-0.1	-6	4	2	3	6	5
O=C(Nc1ccc(Cl)cn1)c1cc2c(s1)-c1ccccc1OC2	4	-4	1.2	-4	2	-35	-8	-2	5
Cc1cccc(NC(=S)NNC(=O)c2csc(C(C)C)c2)c1	-3	8	-2.9	18	-5	1	0	3	-1
COC(=O)CCC(=O)OC1(C)C(=O)C=C2C=C(C3CC3)N(C3CCCC3)C=C2C1=O (stereo not drawn)	-1	6	0.0	2	-1	-12	16	6	10
Cc1cc(C)c(N(CC(=O)NCc2ccccc2)C(=O)c2csnn2)c(C)c1	23*	8	-0.7	15	2	0	-14	11	-1
CN(C)c1ccc(P(=O)(CC(=O)N/N=C/c2ccc(C#N)cc2)OCCCl)cc1 (stereo not drawn)	1	3	-2.7	9	0	-6	14	17	-2
O=C(O)CCCCCN1C(=O)/C(=C\c2ccncc2)SC1=S	3	0	1.9	4	3	-1	-6	1	20
COc1ccc2nc(N(CCN(C)C)C(=O)c3ccc4c(c3)OCCO4)sc2c1	4	-8	-0.6	19	-5	-14	-1	6	11
O=C(c1cc(-c2ccncc2)nc2ccccc12)N1CCCC(C(F)(F)F)C1 (stereo not drawn)	4	-12	-0.8	15	1	-2	0	5	-4

One compound at a time, as listed above. Order of values: M5 PAM	CRFBP-R2 block	CRFR2-BP ag	CHO-K1 Ca PAM	M5 ag	TAAR1 antag	M5 antag	TAAR1 agonist	CHRM4 PAM
O=C(Nc1ccc(Cl)cn1)c1cc2c(s1)-c1ccccc1OC2 across the screens: 4	-4	1.2	-4	2	-35	-8	-2	5
CC1CCN(C(=O)COC(=O)c2n[nH]c(=O)c3ccccc23)CC1 across the screens: -2	-1	-0.1	-6	4	2	3	6	5

As entered above.
N#Cc1ccc(C(=O)NC(=S)NC2CCCCC2)cc1 @ CRFBP-R2 block: -2
CC1CCN(C(=O)COC(=O)c2n[nH]c(=O)c3ccccc23)CC1 @ TAAR1 agonist: 6

Later entries
Compound	M5 PAM	CRFBP-R2 block	CRFR2-BP ag	CHO-K1 Ca PAM	M5 ag	TAAR1 antag	M5 antag	TAAR1 agonist	CHRM4 PAM
N#C/C(=C\Nc1ccc(F)c(Cl)c1)S(=O)(=O)c1ccccn1	0	7	-0.9	11	-1	-4	3	1	-3
CC(C)(C)OC(=O)C[C@@H]1C/C=C\C[C@H](CC(=O)NCCO)C(=O)N2CCC[C@@H]2COC1=O	5	-4	-0.9	10	3	-9	-4	6	2
CCOc1nc(N(C)C)nc(-n2nnc(C(C)=O)c2C)n1	4	-1	0.5	10	1	-3	-2	17	1
O=C(NC1CCCc2ccccc21)c1ccc(CNc2c(N3CCOCC3)c(=O)c2=O)cc1 (stereo not drawn)	4	2	-0.5	5	0	-12	-3	0	7
Cc1cc(N2CCCC2=O)ccc1S(=O)(=O)NC1CCCCC1	-5	4	0.4	-2	5	-2	10	1	-5
O=C(CCS(=O)(=O)c1ccccc1)Nc1nc2c(s1)COc1ccccc1-2	5	-28	2.1	5	2	47	-1	14	0
CC(C)(C)c1ccc(C(=O)NCC(=O)O)cc1	1	7	1.5	-8	0	19	0	1	12
O=C(N[C@H]1C/C=C\C[C@H](CC(=O)N(CCO)Cc2ccccc2)C(=O)N[C@@H](c2ccccc2)COC1=O)OCC1c2ccccc2-c2ccccc21	-3	0	-0.1	6	0	.	13	.	10
CN1/C(=C\C(=O)C[n+]2cccc(C(N)=O)c2)C(C)(C)c2ccccc21	2	-14	-0.5	16	-3	7	-5	0	-2
Cc1ccc(-c2nc(C#N)c(NCCN3CCCCC3)o2)cc1	-2	-6	-0.2	0	-4	-1	5	1	7

Following part
Compound	M5 PAM	CRFBP-R2 block	CRFR2-BP ag	CHO-K1 Ca PAM	M5 ag	TAAR1 antag	M5 antag	TAAR1 agonist	CHRM4 PAM
Cc1ccc(CSc2nc3c(c(=O)[nH]2)C(c2ccncc2)C2=C(CCCC2=O)N3)cc1 (stereo not drawn)	2	15	-0.1	5	-4	3	-7	21	5
CCSc1ccc(-c2ccco2)nn1	5	-9	-1.6	19	-1	6	4	-2	1
Cc1ccc(CN(CC(=O)NCc2ccccn2)S(=O)(=O)c2ccccc2)cc1	4	-16	-3.7	-22	1	-28	-12	10	9
Cn1ccc2c(N(c3ccccc3)C3CCCCC3)cc3c(c21)C1CCC3O1 (stereo not drawn)	1	.	.	11	2	-14	7	4	1

This is a random part of the collection. Share with any hit: about 4.2%.
